HepG2 tox: kills HepG2 cells in TGF-b inhibitor counter-screen. AID 588856. 410,000 tested, 0.76% active. Potency, µM (series often up to 46.1 µM), for inactives: at the highest dose activity change, negative = cytotoxicity, hits mostly cytotoxic. HepG2 CAGA-GFP viability, ATP luminescence, 18 h; also: potency is read from the fitted curve at half-maximal effect; some results filed as inactive show a strong effect at the top dose
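HepG2 CAGA-GFP cells (1000/well, DMEM with 1% FBS) received compound, then TGF-beta at 500 pg/mL final, and were incubated 18 hours at 37 degrees C. Viability was read by CellTiter-Glo luminescence. Media-only wells were set as complete cell-killing and DMSO as no toxicity.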
EPAC2 ag: EPAC2 (human) agonism. EPAC2 activation, biochemical qHTS; response scale: 100% = 6.5 mM cAMP response. Potency, µM (titrated, usually from 154 µM), for inactives: at the top dose activation, hits mostly activators. 360,000 tested, 0.079% active; also: potency is read from the fitted curve at half-maximal effect; nearly all actives have a fitted effect of over 50% in size
Target sequence (Q8WZA2 whole entry, looked up): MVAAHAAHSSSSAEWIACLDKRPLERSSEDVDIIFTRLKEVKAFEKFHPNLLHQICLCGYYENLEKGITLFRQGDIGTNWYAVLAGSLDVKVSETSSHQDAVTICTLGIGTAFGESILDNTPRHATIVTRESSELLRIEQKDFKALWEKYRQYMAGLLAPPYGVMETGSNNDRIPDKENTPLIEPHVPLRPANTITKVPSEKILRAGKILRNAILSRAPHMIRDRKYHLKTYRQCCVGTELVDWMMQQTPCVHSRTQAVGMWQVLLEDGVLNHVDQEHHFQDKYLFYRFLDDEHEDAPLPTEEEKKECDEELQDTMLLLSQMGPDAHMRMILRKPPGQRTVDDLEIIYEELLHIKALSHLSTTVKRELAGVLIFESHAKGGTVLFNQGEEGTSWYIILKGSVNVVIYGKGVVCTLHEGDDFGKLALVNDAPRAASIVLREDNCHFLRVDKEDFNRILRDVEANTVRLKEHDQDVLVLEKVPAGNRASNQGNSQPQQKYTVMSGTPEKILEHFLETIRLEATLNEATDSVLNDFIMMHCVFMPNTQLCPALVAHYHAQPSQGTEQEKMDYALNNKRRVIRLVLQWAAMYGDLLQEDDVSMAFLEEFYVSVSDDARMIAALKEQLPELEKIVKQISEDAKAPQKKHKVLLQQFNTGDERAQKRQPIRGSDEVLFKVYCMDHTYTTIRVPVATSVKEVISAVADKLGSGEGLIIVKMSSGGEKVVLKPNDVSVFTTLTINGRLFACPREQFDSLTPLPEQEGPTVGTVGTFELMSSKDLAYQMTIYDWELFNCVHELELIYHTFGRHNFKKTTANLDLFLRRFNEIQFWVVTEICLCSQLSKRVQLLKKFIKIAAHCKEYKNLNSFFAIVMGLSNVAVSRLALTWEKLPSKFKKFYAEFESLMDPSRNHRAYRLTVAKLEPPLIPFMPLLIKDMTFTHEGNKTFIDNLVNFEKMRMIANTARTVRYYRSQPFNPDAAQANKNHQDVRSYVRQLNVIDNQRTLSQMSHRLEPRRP
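qHTS, titration series. 100 nM EPAC2 / 250 nM Rap1B-BODIPY-GDP / 50 uM GDP; RT; ex 480/em 540 nm, 5-min reads to 30 min. Norm. to 6.5 mM cAMP = activation.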
IL-2 act: activators of IL-2; IL-2 activation reporter assay, cell-based qHTS; stimulated with anti-CD3/CD4/CD28 beads; in transgenic mouse T cells; activation, % (series mostly up to about 46 µM); 360,000 tested, 0.065% active; AID 652025; in the data active = activation above about 50%; inconclusive = mostly about 30% to 49%; also: 0% is about no effect
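Unstimulated transgenic mouse T cells preincubated 60 min with compound, then stimulated with anti-CD3/anti-CD4-coated beads plus anti-CD28 for 18 h at 37 degrees C. IL-2 response read as EGFP and DsRed fluorescence by plate cytometry.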
ATXN2 expr inh: ATXN2 expression inhibition; HEK-293 ATXN2-luciferase reporter, luminescence, 24 h; Potency, µM (titrated, usually from 57 µM), without a hit: at the highest dose activity change, negative = inhibition, most hits filed as inhibitors; 360,000 tested, 0.72% active; AID 1745845; also: potency is read from the fitted curve at half-maximal effect; % is scaled to controls: 0 for no effect and ±100 for the full control effect; nearly all actives have a fitted effect of over 55% in size
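qHTS (up to 57 uM final) was run with 24 h compound exposure of reporter cells at 37 °C. Each well was multiplexed: SteadyGlo luminescence measured ATXN2-luciferase expression after a fluorogenic Gly-Phe-AFC viability readout (25 uM final).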
TGFb inhibitor: inhibitors of TGF-b signaling; HepG2 CAGA-GFP TGF-b/SMAD3 reporter, GFP fluorescence, 18 h; TGF-beta stimulated, 500 pg/mL final; Potency, µM (highest dose often 46.1 µM), for the others: at the top dose activity, negative = inhibition, actives largely listed as inhibitors; 410,000 tested, 1.2% active; also: potency is read from the fitted curve at half-maximal effect; % is scaled to controls: 0 for no effect and ±100 for the full control effect; nearly all actives have a fitted effect of over 65% in size
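Cell-based qHTS in HEPG2 carrying a CAGA-GFP Smad reporter; compounds added before 500 pg/mL final TGF-beta, 18 h incubation at 37 degrees C, GFP fluorescence quantified per cell by imaging cytometry.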
A549 viability: A549 cytotoxicity, counter-screen for Nrf2 inhibitors | A549 ARE-Fluc cells, CellTiter-Fluor viability, 18-24 h | Potency, µM (titrated, usually from 46 µM), for inactives: at the top dose activity change, negative = cytotoxicity, actives largely listed as inhibitors | 390,000 tested, 0.16% active | AID 504648; also: potency is read from the fitted curve at half-maximal effect; % is scaled to controls: 0 for no effect and ±100 for the full control effect
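A549 ARE_Fluc cells in 5% FBS OPTI-MEM were exposed to compounds in concentration-response for 18-24 h at 37 deg C. Viability was read by CellTiter-Fluor fluorescence (Ex 405/Em 525) after 30 min, before the luciferase read.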
ATXN viability: cell viability loss in ATXN counter-screen; 400,000 tested, 0.49% active; Potency, µM (doses to about 56.7 µM), hits mostly cytotoxic; AID 651635; S2 cells (HEK-293 line with an ATXN2-luciferase reporter) viability, CellTiter-Fluor protease fluorescence, 24 h; also: potency is read from the fitted curve at half-maximal effect; nearly all actives have a fitted effect of over 40% in size
Nrf2 ARE act: Nrf2 pathway activation; AREc32 ARE-luciferase reporter (MCF7-derived line), luminescence, 24 h; Potency, µM (highest dose often 46.1 µM), for the others: top-dose activation, actives largely listed as activators; 410,000 tested, 0.31% active; AID 624171; also: potency is read from the fitted curve at half-maximal effect; % of control where 0% means no effect; nearly all actives have a fitted effect of over 65% in size
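ARE-driven firefly luciferase activity in AREc32 cells measured after a 24 hr compound exposure at 37 deg C, using Steady-Glo reagent and a 30 min room-temperature hold.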
Nrf2 inh: inhibitors of Nrf2 signaling. AID 504444. A549 ARE-Fluc reporter, luciferase luminescence, 18-24 h. Potency, µM (doses to about 46 µM), for the others: at the highest dose activity change, negative = inhibition, most hits filed as inhibitors. 360,000 tested, 2.1% active; also: potency is read from the fitted curve at half-maximal effect; % is scaled to controls: 0 for no effect and ±100 for the full control effect; nearly all actives have a fitted effect of over 60% in size
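In this cell-based qHTS, ARE-driven firefly luciferase in A549 cells reports Nrf2 activity; the luminescent signal after BugLite lysis is the measured value, with a prior CellTiter-Fluor read for cell health.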
* hit, by the source's call; i = inactive; ? = inconclusive; . = no result given; [ ] = another dose, or the depositor's remark. Unless noted, calls follow the shape of the dose curve; as a rule, active = well fitted curve in the direction sought with a large enough effect; inconclusive = small, poorly fitted or top-dose-only effect, or another doubt; inactive = no such curve, though single readings can be large; an effect the other way counts as inactive or inconclusive.

#	SMILES	HepG2 tox	EPAC2 ag	IL-2 act	ATXN2 expr inh	TGFb inhibitor	A549 viability	ATXN viability	Nrf2 ARE act	Nrf2 inh
1	CCOC(=O)c1ccc(NC(=S)N2CCSC2c2c(F)cc(F)cc2F)cc1 (centres undefined)	-26%	-3%	-2.2	-11%	?	-27%	i	2.6%	?
2	O=C(NCc1nc2ccccc2[nH]1)C1=C[C@@H](c2csc3ccccc23)C[C@@H](OCc2ccc(CO)cc2)O1	0%	6%	-0.1	-3%	?	-5%	?	8.0%	5%
3	COc1ccc(NC(=O)c2oc3ccccc3c2NC(=O)c2cc(=O)c3c(C)cc(C)cc3o2)cc1	3%	.	.	-1%	-2%	-4%	i	0.1%	?
4	CCNc1nc(NCC)nc(Oc2ccc(N)cc2)n1	9%	1%	-2.2	9%	8%	-2%	i	0.0%	11%
5	CS(=O)(=O)N(CC(=O)N1CCN(Cc2ccccc2)CC1)c1ccc(F)cc1	-14%	3%	0.6	19%	1%	0%	i	-0.6%	3%
6	O=C(Cn1cnc2ccccc2c1=O)Nc1nnc(SCc2ccc(Cl)cc2)s1	-2%	4%	-0.4	.	1%	18%	i	-0.3%	1%
7	CC(=O)Nc1ccc(N2C(=O)c3cccc(NC(C)=O)c3C2=O)cc1	-1%	-7%	-1.1	3%	-1%	-3%	i	0.0%	19%
8	Cn1ccc2c(N(Cc3ccccc3)Cc3ccccc3)cc3c(c21)C1CCC3O1 (centres undefined)	1%	-11%	1.9	11%	10µM*	.	i	?	.
9	Cc1ccc(OCCCCNC(C)c2ccccc2)c(C)c1 (centres undefined)	-49%	-2%	-4.0	-23%	?	-1%	i	3.7%	5%
10	[O-]c1c[n+](-c2ccc(-[n+]3cc([O-])on3)cc2)no1	22%	6%	-1.4	.	1%	-7%	i	2.5%	4%

Later entries:
#	SMILES	HepG2 tox	EPAC2 ag	IL-2 act	ATXN2 expr inh	TGFb inhibitor	A549 viability	ATXN viability	Nrf2 ARE act	Nrf2 inh
11	COc1ccccc1NC(=O)CSc1nnc(C2CCCCC2)n1C	4%	-1%	0.6	-2%	7%	4%	i	0.5%	3%
12	OC(c1ccco1)c1nc(-c2cccs2)cs1 (centres undefined)	-11%	9%	0.4	12%	11%	.	i	?	.
13	C#CCOCCOCCOCCNc1nc(N2CCOCC2)nc(N2CCN(C(=O)Cn3cc(CCCCN)nn3)CC2)n1	0%	3%	0.1	4%	?	-6%	i	0.4%	4%
14	O=C(c1ccc(C(F)(F)F)cc1)C1CCCN(C(=O)c2csnn2)C1 (centres undefined)	-6%	-3%	-0.5	.	-17%	21%	i	4.8%	1%
15	O=c1c2[nH]c3ccc(Cl)cc3c2ncn1CCN1CCCCC1	-8%	-6%	0.6	3%	-4%	-2%	i	0.4%	15%
16	COc1cc(/C=N/NC(=O)c2cc(-c3cccn3C)n[nH]2)cc(OC)c1OC	-20%	-4%	-0.7	-9%	35%[activator]	-2%	i	9.1%	?
17	CCCCN(CCCNC(=O)c1c(C)oc2nc[nH]c(=O)c12)Cc1ccccc1	-40%	.	.	12%	-21%	2%	i	-0.9%	8%[9.27 µM]
18	Cn1c(SCC(=O)Nc2ccccc2F)nnc1-c1cccnc1	-2%	26%	2.1	2%	18%	-9%	i	0.2%	4%
19	COc1cccc(C2c3c(oc4ccc(F)cc4c3=O)C(=O)N2CCN2CCOCC2)c1OC (centres undefined)	-17%	15%	-3.1	36%	-24%	3%	i	0.9%	?
20	Cc1oc(-c2ccc(Cl)cc2)nc1CN1CCCC(C(=O)NCc2ccccc2)C1 (centres undefined)	-26%	.	.	?	?	-12%	?	5.0%	?

Only A549 viability and ATXN2 expr inh, for some of the entries so far:
no.	mol	A549 viability	ATXN2 expr inh
14	O=C(c1ccc(C(F)(F)F)cc1)C1CCCN(C(=O)c2csnn2)C1 (centres undefined)	21%	.
15	O=c1c2[nH]c3ccc(Cl)cc3c2ncn1CCN1CCCCC1	-2%	3%
16	COc1cc(/C=N/NC(=O)c2cc(-c3cccn3C)n[nH]2)cc(OC)c1OC	-2%	-9%
17	CCCCN(CCCNC(=O)c1c(C)oc2nc[nH]c(=O)c12)Cc1ccccc1	2%	12%
18	Cn1c(SCC(=O)Nc2ccccc2F)nnc1-c1cccnc1	-9%	2%
19	COc1cccc(C2c3c(oc4ccc(F)cc4c3=O)C(=O)N2CCN2CCOCC2)c1OC (centres undefined)	3%	36%

The list continues.
#	SMILES	HepG2 tox	EPAC2 ag	IL-2 act	ATXN2 expr inh	TGFb inhibitor	A549 viability	ATXN viability	Nrf2 ARE act	Nrf2 inh
21	Fc1ccccc1N1CCN(c2nc3ccccc3n3nnnc23)CC1	-15%	13%	1.2	36%	101%[activator]	6%	i	1.4%	.
22	CCn1cc(S(=O)(=O)NCCc2ccccc2OC)cn1	21%	6%	-2.2	-9%	-10%	5%	i	-0.5%	-3%
23	Cc1ccccc1OCC(=O)N=Nc1c(O)n(C)c2ccccc12	-35%	4%	-3.1	-1%	-1%	-18%	i	14%	8%
24	COc1ccc(Cc2nc(-c3ccc(Br)o3)no2)cc1OC	-19%	15%	-2.6	23%	-26%	4%	i	7.4%	?
25	CCOC(=O)/C(=N\Nc1ccccc1Cl)N1CCN(Cc2ccccc2)CC1	-17%	12%	-0.7	5%	-10%	0%	i	-0.1%	10%
26	Cc1cccc(-n2ncc3c(N4CCN(c5ccccc5)CC4)ncnc32)c1	-8%	.	.	.	-15%	24%	.	-0.6%	.
27	Cc1ccc(NC(=O)CSc2nc(O)cc(=O)n2-c2ccc(C)cc2)cc1	-1%	2%	-0.9	.	21%	1%	i	-0.3%	7%
28	O=C(O)c1cccc2c1/C(=N/O)c1ccccc1-2	-27%	18%	1.4	4%	-5%	1%	i	0.2%	-12%
29	COc1ccc(CN2CCC2(C)C(=O)NCCNC(C)=O)c2ccccc12 (centres undefined)	-4%	4%	0.3	4%	10%	.	i	-0.1%	.
30	N/C(=N/OC(=O)c1ccc(Cl)cc1)c1ncc([N+](=O)[O-])s1	-23%	-4%	1.3	.	?	-14%	i	6.8%	-13%

Following part.
#	SMILES	HepG2 tox	EPAC2 ag	IL-2 act	ATXN2 expr inh	TGFb inhibitor	A549 viability	ATXN viability	Nrf2 ARE act	Nrf2 inh
31	CC(=O)Nc1cccc(C(=O)OCCCOc2ccc(F)cc2)c1	-6%	15%	-0.6	27%	-3%	1%	i	0.0%	7%
32	O=C1NC(Cc2ccccc2)C(=O)N1Cc1cc([N+](=O)[O-])cc2c1OCOC2 (centres undefined)	7%	-1%	-5.3	2%	2%	4%	i	-0.1%	1%
33	COc1ccc(Nc2nnc(SCC(=O)Nc3ccc4[nH]c(=O)[nH]c4c3)s2)cc1	-63%	1%	-0.2	.	?	-5%	i	0.4%	-12%
34	CC(=O)N1CCN(S(=O)(=O)c2cccc(C(=O)NC3CCC(C)CC3)c2)CC1 (centres undefined)	-18%	4%	-2.0	-2%	3%	0%	i	2.6%	-7%
35	Cc1ccc(NC(=O)CCSc2ccccn2)cc1	4%	5%	-2.8	34%[activator]	-2%	1%	i	2.3%	?
36	Cc1nn(S(=O)(=O)c2ccc([N+](=O)[O-])cc2)c(C)c1Sc1ccccc1	0%	7%	-2.4	1%	2%	-7%	i	0.2%	-14%
37	CC1CCc2nc3ncn(Cc4cccc(F)c4)c(=O)c3cc2C1 (centres undefined)	4%	.	.	21%	-1%	-2%	i	4.9%	.
38	O=C(NNC(=O)c1cccs1)Nc1cccc(Cl)c1	3%	-3%	1.4	-1%	-4%	2%	i	0.2%	3%
39	Cn1c(/C(C#N)=C/c2ccc(O)cc2)nc2ccccc21	-1%	4%	-0.5	64%[activator]	3%	2%	i	2.8%	?
40	CC(C)(C)c1nc(Sc2ccc([N+](=O)[O-])cn2)n[nH]1	-17%	4%	1.4	-11%	-11%	2%	i	2.9%	-20%

2 of these compounds, set out differently.
[38] O=C(NNC(=O)c1cccs1)Nc1cccc(Cl)c1
  HepG2 tox: 3% | EPAC2 ag: -3% | IL-2 act: 1.4 | ATXN2 expr inh: -1% | TGFb inhibitor: -4% | A549 viability: 2% | ATXN viability: i | Nrf2 ARE act: 0.2% | Nrf2 inh: 3%
[39] Cn1c(/C(C#N)=C/c2ccc(O)cc2)nc2ccccc21
  HepG2 tox: -1% | EPAC2 ag: 4% | IL-2 act: -0.5 | ATXN2 expr inh: 64%[activator] | TGFb inhibitor: 3% | A549 viability: 2% | ATXN viability: i | Nrf2 ARE act: 2.8% | Nrf2 inh: ?

Other records follow:
#	SMILES	HepG2 tox	EPAC2 ag	IL-2 act	ATXN2 expr inh	TGFb inhibitor	A549 viability	ATXN viability	Nrf2 ARE act	Nrf2 inh
41	CC1(C(=O)Nc2ccc(S(=O)(=O)Nc3ncccn3)cc2)CCCC1	0%	-8%	0.4	-2%	9%	0%	i	0.2%	-4%
42	Cc1cc(NS(=O)(=O)c2cc(Cl)sc2Cl)no1	3%	5%	-2.7	4%	1%	-6%	i	-0.7%	0%
43	CC1CN(C(c2ccco2)c2sc3ncnn3c2O)CC(C)O1 (centres undefined)	-1%	7%	-1.2	-2%	-3%	2%	i	-0.8%	-2%
44	O=c1onc(-c2ccccc2)n1Cc1ccc([N+](=O)[O-])cc1	1%	5%	-3.2	.	6%	.	i	-0.3%	.
45	Cc1cccc(NS(=O)(=O)c2cccc3nonc23)c1	-11%	8%	0.1	-8%	-5%	-3%	i	-0.2%	-3%
46	CC(Oc1ccccc1)C(=O)NCc1cccnc1 (centres undefined)	-12%	0%	-0.2	0%	4%	-7%[1.84 µM]	i	0.0%	0%
47	Cc1cccc(NC(=O)CSc2nnc(CNC(=O)c3cccs3)o2)c1C	7%	0%	0.3	-5%[11.3 µM]	2%	-4%	i	0.4%	-14%
48	COc1ccccc1-c1nnc(C2CCN(C(=O)c3ccccc3C)CC2)o1	2%	.	.	8%	?	1%	?	5.2%	?

High-throughput results deposited in PubChem by National Center for Advancing Translational Sciences (NCATS).
